Bioassay records deposited in PubChem BioAssay by NCI.
Growth percent in the NCI-60 one-dose screen (48 h, 10 µM unless noted): 100 = growth as untreated, 0 = no growth, -100 = all killed.
MDA-MB-435 – MDA-MB-435 melanoma | 82,000 compounds, 7.8% hits
HOP-92 – HOP-92 NSCLC cells; 71,000 compounds, 6.3% hits; AID 1794738
EKVX – EKVX NSCLC; 71,000 compounds, 3% hits; AID 1794765
CCRF-CEM – CCRF-CEM leukemia | 77,000 compounds, 7% hits | AID 1794778
M14 – M14 melanoma | 80,000 compounds, 6.2% hits
HOP-62 – HOP-62 NSCLC. 80,000 compounds, 3.9% hits
A549/ATCC – A549/ATCC NSCLC. 81,000 compounds, 3.7% hits
RPMI-8226 – RPMI-8226 leukemia cells | 77,000 compounds, 7.5% hits | AID 1794781
Active calls of the source: *; . = no result given; [ ] = remark or other dose. The calls were made as follows: active = growth percent below 10; inactive = the rest.

SMILES | MDA-MB-435 | HOP-92 | EKVX | CCRF-CEM | M14 | HOP-62 | A549/ATCC | RPMI-8226
O=C1c2ccccc2C(=O)c2cc(SC(=S)N3CCOCC3)ccc21 | 106 | 105 | 97 | 96 | 99 | 108 | 109 | 85
COC1=CC(c2ccc[nH]2)=N/C1=C\c1[nH]c(C)c(C(=O)CCCCC(=O)Nc2ccccc2)c1C | 17 | -71* | . | 59 | 13 | 81 | -21* | 126
COc1ccc(-c2cc(-c3cccnc3)nc3sc4c(Cl)nnnc4c23)cc1OC | 104 | 106 | 111 | 34 | 89 | 98 | 94 | 58
COc1cc(/C=C/c2cc[n+](C)cc2)ccc1O | 110 | 99 | 94 | 109 | 96 | 84 | 84 | 106
Cn1c(=O)c2c(nc(N/N=C/c3ccccc3Cl)n2C)n(C)c1=O | 109 | . | 106 | 94 | 103 | 112 | 107 | 111
CC(Sc1nc2sc3c(c2c(=O)n1-c1ccc(Cl)cc1)CCCC3)C(=O)Nc1nc(-c2cccc([N+](=O)[O-])c2)cs1 (stereo not drawn) | 100 | 108 | 84 | 103 | 96 | 93 | 95 | 101
CCOC(=O)c1c(C=O)nc2ccccc2c1/C=C/c1ccc(Cl)cc1 | 101 | 93 | 82 | 77 | 92 | 103 | 96 | 86
COc1cc2c(c(O)c1Br)C(=O)c1c(O)cc(C[C@H](C)O)cc1[C@H]2[C@H]1c2cc(C[C@H](C)O)cc(O)c2C(=O)c2c1cc(OC)c(Br)c2O | 9.2* | -21* | 9.8* | 10 | 16 | 16 | 11 | 9.0*
CCCCCN1C=C/C(=C\C(=O)N(C)c2ccc(Br)cc2)c2ccccc21 | 101 | 83 | 85 | 98 | 104 | 94 | 95 | 89
COc1ccc(OC)c(-c2cc(-c3ccc(Cl)cc3)c(C#N)c(SCC(=O)c3ccccc3)n2)c1 | 80 | 66 | 91 | 102 | 77 | 89 | 85 | 93
N[C@@H]1CCCN(c2c(/C=C3\SC(=O)NC3=O)cccc2-c2ccccc2)C1 | 57 | 28 | 63 | 55 | 54 | 1.8* | 53 | 13
CCCCn1c(-c2ccc(-c3nc(-c4ccc(OC)cc4)no3)cc2)nc(-c2ccccc2)c1-c1ccccc1 | . | 87 | 82 | 82 | 92 | 97 | 89 | .
Nn1cnc2c(ncn2C2OC(CO)C(O)C2O)c1=O (stereo not drawn) | 110 | 104 | 102 | . | 96 | . | 105 | 114
COC(=O)/C=C1\CC[C@H]2[C@@H]3C[C@@H](F)[C@@]4(O)CC(=O)CC[C@]4(C)[C@H]3C(=O)C[C@]12C | 118 | 88 | 115 | 105 | 94 | 110 | 100 | .
Cc1ccc(NC(=O)NCCO)cc1 | 99 | 97 | 97 | 97 | 102 | 114 | 99 | 96
O=C(CCl)Oc1c(Cl)c(Cl)c(Cl)c(Cl)c1Cl | 110 | . | 100 | 99 | 101 | . | 107 | 106
O=C(CCCCCCN1CC(=O)N2[C@@H](c3ccoc3)c3[nH]c4ccccc4c3C[C@H]2C1=O)NO | 49 | 67 | 80 | 17 | 60 | 67 | 97 | 49
COc1ccc(C(=O)c2ccccc2C(=O)O)cc1Br | 109 | 95 | 102 | 94 | 113 | 103 | 102 | 103
CCCCCCCCNC(=O)c1ccc(Cn2c(CCCC)nc3c(N)nc4ccccc4c32)cc1 | -83* | 26 | 63 | -1.6* | -80* | 76 | 58 | -38*
Cc1ccc(NC(=O)N2CCOCC2)cc1NC(=O)N1CCOCC1 | 104 | 97 | 115 | 91 | 109 | 95 | 95 | 101
CC1=NC(=S)NC(c2ccccc2)/C1=C1/CC(c2ccc(Cl)cc2)N(c2ccccc2)N1 (stereo not drawn) | 99 | 114 | 96 | 82 | 106 | 109 | 103 | 90
C=C1C(=O)O[C@H]2[C@H]1CC/C(COC(=O)c1cccc3ccccc13)=C\CC[C@@]1(C)O[C@@H]21 | -54* | -68* | -82* | -19* | -59* | -46* | -55* | -40*
[2H]c1c([2H])c(C2([2H])C([2H])([2H])NC([2H])([2H])C([2H])([2H])C2([2H])[2H])c([2H])c([2H])c1-n1cc2cccc(C(N)=O)c2n1 (stereo not drawn) | 102 | 85 | 98 | 86 | 96 | 91 | 71 | 93
N=C1/C(=C/c2cc3ccccc3n3nnnc23)C(N)=NN1c1ccccc1 | 102 | 79 | 82 | 98 | 101 | 90 | 107 | 101
CC1(C)CC[C@]2(C(=O)O)CC[C@]3(C)C(=CCC4[C@@]5(C)C[C@@H](O)[C@@H]6OC(c7cc(F)cc(F)c7)OC[C@@]6(C)C5CC[C@]43C)C2C1 (stereo partly drawn) | 78 | 30 | 51 | 39 | 74 | 86 | 27 | 31
Next section.
SMILES | MDA-MB-435 | HOP-92 | EKVX | CCRF-CEM | M14 | HOP-62 | A549/ATCC | RPMI-8226
COc1ccc2[nH]c(O)c(/C=c3/cc4c(c(-c5ccc(F)cc5)n3)=Nc3ccccc3-4)c2c1 | 34 | 67 | 74 | . | 92 | 95 | 76 | .
COc1cc2c(cc1OC)C1CC3(CCCCC3)ON1CC2 (stereo not drawn) | 89[100 µM] | 62[100 µM] | . | . | 100[100 µM] | 104[100 µM] | 93[100 µM] | 64[100 µM]
N#CCNC(=O)C(c1ccccc1)c1ccccc1 | 111 | 103 | 98 | 103 | 112 | 112 | 110 | 108
Cc1ccccc1NC(=O)CSc1nc2ccccc2[nH]1 | 87 | 94 | 93 | 103 | 105 | 93 | 103 | 100
COc1cc(N=Cc2sc(Nc3nccs3)nc2O)cc(OC)c1OC | 88 | 73 | 82 | 72 | 80 | 80 | 96 | 82
CN=C(NC(C)C)c1ccc(NC(=O)c2ccc(C(=O)Nc3ccc(C(=NC)NC(C)C)cc3)cc2)cc1 | 112 | 82 | 99 | 90 | 104 | 108 | 89 | 91
CC(=O)N(Cc1ccccc1)c1sc2c(CN(C)C)c(O)ccc2c1C#N | 105 | . | 100 | 111 | 99 | 103 | 98 | 112
C#CCOc1cc(/C=N/Nc2nc(-c3ccc(OC)cc3)cs2)ccc1O | 95 | 86 | 68 | 82 | 94 | 97 | 74 | 63
NNc1nc2c(cnn2-c2ccccc2)c2nc(N)nn12 | 107 | 100 | 91 | 104 | 102 | 100 | 103 | 103
O=C1NCC(Nc2ccccc2Cl)C(=O)N1 (stereo not drawn) | 112 | 89 | 100 | 104 | 112 | 108 | 115 | 108
COc1cc(/C=N/Nc2ccc(Cl)cc2Cl)cc(OC)c1OC | 94 | . | 90 | 95 | 93 | 95 | 84 | 79
COc1cc(/C=C/c2cc(/C=C/c3ccc(O)c(OC)c3)n(C(N)=O)n2)ccc1O | -46* | -43* | . | -23* | -66* | -3.0* | 3.2* | -44*
CCCOc1cc2ccccc2cc1C(=O)Nc1nc(NC)c2c(ccc3nccc32)[nH]1 | -89* | -61* | -78* | -30* | -76* | -73* | -75* | -46*
Clc1cccc(NC2=NCCN=C(Nc3cccc(Cl)c3Cl)SS2)c1Cl | 95 | 58 | 82 | 96 | 88 | 87 | 72 | 72
C[C@]12CCC(=O)C=C1CC[C@@H]1[C@@H]2C(=O)C[C@@]2(C)[C@H]1CC[C@]2(O)C(=O)COP(=O)(Nc1ccccc1)Nc1ccccc1 | 100 | 88 | 96 | 104 | 101 | 97 | 97 | 107
CCOC(=O)C1CCN(S(=O)(=O)/N=C2/NC(=O)NC2=C(Cl)Cl)CC1 | -7.6* | -74* | 67 | -53* | -22* | 20 | 21 | 6.2*
O=S(=O)(OCC(O)C(O)C(O)C(O)COS(=O)(=O)c1ccccc1)c1ccccc1 (stereo not drawn) | 101 | 103 | 103 | 106 | 100 | 98 | 98 | 108
CC12CC[C@@H]3[C@]4(C)COC(c5cn[nH]c5-c5ccc(Cl)cc5)O[C@@H]4CC[C@@]3(C)[C@@H]1CC(C1=CCOC1=O)O2 (stereo partly drawn) | 48 | . | 36 | 33 | 31 | 63 | 34 | 12
CCCCCCCCOc1ccc(/C=N/Nc2cc(C)nc3ccc(Br)cc23)cc1OCCCCCCCC | 110 | 118 | 113 | 111 | 103 | 104 | 105 | 110
NC(=O)NC(=O)C(Cl)c1ccccc1 (stereo not drawn) | 101 | 103 | 115 | 92 | 79 | 106 | 97 | 87
CC(Sc1nc2sc3c(c2c(=O)n1-c1ccc(Cl)cc1)CCCC3)C(=O)Nc1nc(-c2ccccc2)cs1 (stereo not drawn) | 101 | 98 | 85 | 94 | 97 | 103 | 95 | 100
O=C(/C=C/c1ccc(Cl)cc1)c1ccc(Nc2nc(NCCO)nc(Nc3ccc(Cl)cc3)n2)cc1 | 62 | 63 | 59 | 47 | 64 | 80 | 51 | -3.5*
CC(=O)C1=C(C)NC(=O)NC1c1ccc2c(c1)OCO2 (stereo not drawn) | 105 | 102 | 101 | 99 | 104 | 103 | 103 | 103
Cn1c([N+](=O)[O-])cnc1COC(N)=O | 99 | 93 | 98 | 106 | 108 | 105 | 103 | 120
O=C1/C(=C/c2ccc(Br)cc2)C=C(c2ccccc2)N1CCc1ccccc1 | 63 | -14* | 40 | 101 | 50 | -57* | 8.2* | 101
Other structures follow.
SMILES | MDA-MB-435 | HOP-92 | EKVX | CCRF-CEM | M14 | HOP-62 | A549/ATCC | RPMI-8226
O=P1(NCCCNP2(=O)OC(CCl)=NC2c2ccccc2Cl)OC(CCl)=NC1c1ccccc1Cl (stereo not drawn) | 99 | 82 | 91 | 89 | 98 | 93 | 99 | 102
O=[N+]([O-])c1cc([N+](=O)[O-])c(N2CCCC2)cc1NN=C(c1ccc(O)cc1)c1ccc(O)cc1 | 76 | 88 | 90 | 55 | 7.9* | 23 | . | 82
CC(=O)c1sc(/N=C2\NC(=O)/C(=C/c3cccnc3)S2)nc1C | 107 | 110 | 99 | 129 | 104 | 94 | 99 | 119
CC(C)(C)OC(=O)N1CCCN(CCNc2nccc(-c3c(-c4cccc(O)c4)nc4sccn34)n2)S1(=O)=O | 54 | . | 112 | 76 | 17 | 115 | 101 | 97
COc1cc2c(cc1-c1c(C)noc1C)ncc1nc(C3CCCCC3)n(C3CCC(OC(F)F)CC3)c12 (stereo not drawn) | 42 | 1.8* | 41 | . | 40 | 38 | 25 | 4.9*
COc1c(N2CC3CCCNC3C2)c(F)cc2c(=O)c(C(=O)N/N=C/c3ccc(F)cc3)cn(C3CC3)c12 (stereo not drawn) | 91 | 50 | 90 | 64 | . | 99 | 92 | 60
CCC1([N+](=O)[O-])COC(c2ccc(OC)cc2)OC1 (stereo not drawn) | 103 | 97 | 108 | . | 102 | 99 | 98 | 107
Oc1c(Br)cc(Br)c2ccc(Cn3cc(-c4ccc(C(F)(F)F)cc4)nn3)nc12 | 48 | 21 | 84 | 3.0* | 49 | 99 | 103 | -1.8*
COC(=O)COCC(O)COc1cc(C(C)C)c(C2(c3cc(C)c(OCC(O)COCC(=O)OC)cc3C(C)C)OC(=O)c3ccccc32)cc1C (stereo not drawn) | 54 | 23 | 43 | 47 | 66 | 74 | 41 | 43
COC(=O)[C@]12CCC(C)(C)C[C@@H]1C1=CC[C@@H]3[C@@]4(C)CC[C@H](N=Cc5ccccn5)C(C)(C)[C@@H]4CC[C@@]3(C)[C@]1(C)CC2 | 110 | 132 | 104 | 102 | 123 | 107 | 107 | 107
COc1c2c(c(OC)c3occc13)OC(C)c1sc3nc(C)[nH]c(=O)c3c1-2 (stereo not drawn) | 107 | 96 | 82 | 103 | 103 | 85 | 91 | 104
C/C(=N\Nc1ccc(S(N)(=O)=O)cc1)c1sc2nc3ccccc3n2c1C | 94 | 131 | 111 | 116 | 111 | 106 | 101 | 102
O=C(/C=C/c1ccc(O)c(O)c1)N1CCN(c2ccc(Cl)cc2)CC1 | 68 | . | . | 33 | 68 | 88 | 61 | 42
C#CCOc1ccccc1C(Nc1ccc(F)cc1)c1nnnn1C1CCCCC1 (stereo not drawn) | 103 | 114 | 99 | 90 | . | 98 | 97 | 83
